Screens deposited in PubChem by several laboratories.
KKLEB cytotox = reduces viability of KKLEB cystic fibrosis airway cells; KKLEB CF airway cells viability, ATPlite luminescence, overnight; hits give low values; cells stimulated with P. aeruginosa culture filtrate; activity change (cytotoxicity), % at 5 µM; hit rate 0.36% among 360,000; AID 602141;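 active = corrected activity change at or below -50% at 5 µM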
LRH-1 inv ag = NR5A2 inverse agonism in reporter assay; O00482; HEK293T StAR-luciferase reporter, LRH-1 transfected, 24 h; inhibition, % at 3.6 µM; hit rate 0.13% among 360,000;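 active = inhibition above the mean inhibition of all tested compounds plus 3 SD, cut at about 73% in these data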;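 also: 0% = DMSO wells and 100% = reporter-only cells lacking LRH-1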
Target sequence (O00482 whole entry, looked up): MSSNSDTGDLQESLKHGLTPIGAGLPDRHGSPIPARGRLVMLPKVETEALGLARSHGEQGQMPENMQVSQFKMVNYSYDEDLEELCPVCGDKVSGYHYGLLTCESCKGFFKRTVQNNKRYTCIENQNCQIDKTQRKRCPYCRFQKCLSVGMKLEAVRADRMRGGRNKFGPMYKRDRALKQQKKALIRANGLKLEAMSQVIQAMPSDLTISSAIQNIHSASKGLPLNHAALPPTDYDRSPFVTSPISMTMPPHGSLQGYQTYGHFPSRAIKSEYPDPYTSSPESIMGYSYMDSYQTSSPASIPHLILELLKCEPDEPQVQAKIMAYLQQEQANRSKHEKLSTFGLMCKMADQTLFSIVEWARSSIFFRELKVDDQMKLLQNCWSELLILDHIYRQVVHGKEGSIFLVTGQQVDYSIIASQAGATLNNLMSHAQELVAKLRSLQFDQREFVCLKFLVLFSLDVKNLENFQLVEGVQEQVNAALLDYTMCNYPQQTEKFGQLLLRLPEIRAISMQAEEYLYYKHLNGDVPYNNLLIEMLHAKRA
SRC3 inh = inhibitors of human steroid receptor coactivator 3 (SRC3); Q9Y6Q9; HEK293 GAL4-SRC3 luciferase reporter, luminescence; inhibition, % at 3.6 µM; hit rate 0.17% among 360,000; AID 588352;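 active = inhibition above a per-campaign cutoff, the mean of all compounds plus 3 SD, cut at about 60% in these data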;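 also: 0% = DMSO-treated cells and 100% = gossypol-treated cells at 36 µM; higher means less SRC3-driven luciferase light from the GAL4 reporter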
SRC1 inh = inhibitors of human steroid receptor coactivator 1 (SRC1) | Q15788 | inhibition, % at 3.6 µM | HEK293 GAL4-SRC1 luciferase reporter, luminescence | hit rate 0.12% among 360,000;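 active = inhibition above the campaign mean plus 3 SD, with each screening campaign given its own cutoff, cut at about 60% in these data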;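 also: 0% = DMSO treated cells and 100% = gossypol at 36 µM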
TWEAK Fn14 block = inhibitors of TWEAK-Fn14 interaction signaling; hit rate 2% among 360,000; inhibition, % at 10 µM; TWEAK-stimulated Fn14 reporter cells, luciferase luminescence, 8 h; AID 1159606; in the data active = inhibition above about 50%
COUP-TFII inh = NR2F2 (human) inhibition, primary screen; inhibition, % at 8.6 µM; P24468; hit rate 0.7% among 370,000; HEK293T NGFI-A luciferase reporter, luminescence;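 active = inhibition above a per-plate cutoff, mean inhibition of test wells between control levels plus 3 SD, cut at about 38% in these data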;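 also: cells cotransfected with COUP-TFII expression vector driving the NGFI-A reporter; 0% = median of COUP-TF2 test wells and 100% = reporter-only cells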
Target sequence (P24468 whole entry, looked up): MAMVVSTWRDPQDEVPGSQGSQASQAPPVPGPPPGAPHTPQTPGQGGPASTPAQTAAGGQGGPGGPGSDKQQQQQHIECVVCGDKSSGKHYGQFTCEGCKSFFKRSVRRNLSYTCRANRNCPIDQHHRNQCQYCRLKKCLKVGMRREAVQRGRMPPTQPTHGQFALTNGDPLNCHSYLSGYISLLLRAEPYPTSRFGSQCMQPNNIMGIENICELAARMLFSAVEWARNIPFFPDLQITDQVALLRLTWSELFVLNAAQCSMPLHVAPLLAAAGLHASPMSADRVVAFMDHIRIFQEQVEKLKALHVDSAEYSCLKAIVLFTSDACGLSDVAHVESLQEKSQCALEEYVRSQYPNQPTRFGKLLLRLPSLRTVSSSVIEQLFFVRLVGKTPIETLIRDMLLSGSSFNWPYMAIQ
NCOA2 inhibitor = inhibits human steroid receptor coactivator 2; Q15596; HEK293 GAL4-SRC2 luciferase reporter, luminescence; inhibition, % at 9 µM; hit rate 0.17% among 370,000; AID 651957;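 active = inhibition above the mean inhibition of all tested compounds plus 3 SD, set per campaign, cut at about 52% in these data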;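 also: 0% = DMSO treated cells and 100% = cells given Gossypol at 36 µM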
TRAIL sens C8 = caspase-8 TRAIL sensitization; NB7+C8 cells + TRAIL, ATPlite viability luminescence; inhibition (viability loss, TRAIL sensitization), % at 10 µM; hit rate 1% among 360,000;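 active = compounds causing at least 50% loss of cell viability in the single-dose screen, relative to plate controls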
CF NFkB inh = blocks PAF-induced NF-kB reporter in cystic fibrosis cells; KKLEB NF-kB-GFP reporter, GFP fluorescence overnight; inhibition, % at 5 µM; hit rate 0.86% among 360,000; AID 588850;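 active = at least 50% inhibition at 5 µM, scaled per plate between neutral and stimulator controls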;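 also: PAF is a Pseudomonas aeruginosa culture filtrate used as stimulus; plate controls were PAF-stimulated DMSO wells for no effect and unstimulated DMSO wells for full effect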
LMP1 NFkB inh = inhibitors of Epstein-Barr LMP1-induced NF-kappaB reporter | hit rate 0.69% among 350,000 | LMP1-induced NF-kappaB luciferase reporter cells, luminescence | inhibition, % at 12.5 µM; in the data active = inhibition above about 41%;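 also: 0% = neutral control wells and 100% = reference inhibitor control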
TROY NFkB inh = inhibitors of TROY-dependent NF-kB signaling; inhibition, % at 10 µM; Q293 LMP1-TROYcd NF-kB luciferase reporter, 4 h; AID 1347056; hit rate 0.98% among 360,000;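 active = compounds whose plate-normalised and pattern-corrected inhibition of the luciferase reporter signal at the single screening dose is 50% or more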
* marks the source's active call; other numbers are inactive results; · = not tested or not shown; & = joins results of further samples.

Second line of a record: KKLEB cytotox, LRH-1 inv ag, SRC3 inh, SRC1 inh, TWEAK Fn14 block, COUP-TFII inh, NCOA2 inhibitor, TRAIL sens C8, CF NFkB inh, LMP1 NFkB inh, TROY NFkB inh
- O=C(Cn1cnc2ccccc21)N/N=C/c1ccccn1
→ 1, -10, 3, -3, 2, -11, -23, 2, -10, -7, 20
- COC(=O)[C@H]1C[C@H](OC(=O)NCC2CCCCC2)[C@@]2(O)CN(S(=O)(=O)c3ccc(C)cc3)CC2[C@H]1C(=O)OC (stereo partly drawn)
→ -2, -39, -18, -19, -6, -42, 5, 18, -3, -22, -23
- O=C(CSc1nnnn1-c1ccc(C(=O)O)cc1)NC1CCCCC1
→ -7, 6, 20, 0, -14, -3, 0, -9, -7, -3, -11
- Cc1cc(C)c(C)c(S(=O)(=O)N(C)C2CCN(C)CC2)c1C
→ 8, -12, -4, -8, 3, -12, 4, 3, 1, 1, 4
- Cc1cc(C)cc(NC(=O)CSc2nc3[nH]c(=O)cc(O)c3s2)c1
→ 0, -9, -14, -23, 9, 7, 1, -5, 1, -4, 5
- CCOc1ccc(-c2nnn(CC(=O)Nc3ccccc3OC)n2)cc1OCC
→ -4, -5, 9, -26, -1, -21, -31, 2, -8, 5, 2
- CCOC(=O)/C(C#N)=C1/SC(CC)C(=O)N1c1ccc(Br)cc1 (stereo not drawn)
→ -27, 2, -6, 1, -17, -8, 5, -7, 4, -1, -21
- COc1ccccc1-c1c(C)nn2c(N3CCCCCC3)cc(C)nc12
→ 12, 1, -3, 5, 12, 20, 16, 15, -74, 15, 32
- CC12CCC(C/C1=N/NC(=O)Nc1ccccc1)C2(C)C (stereo not drawn)
→ -1, 7, -8, -15, -41, 11, 6, 10, 13, -11, -30
- O=C(NC1CCCCC1)C(c1ccc(O)c(O)c1)N(C(=O)Cn1nnc2ccccc21)c1cccc(O)c1 (stereo not drawn)
→ 3, 4, 14, -16, 6, 21, 1, -3, -15, 3, -10
- CCOc1cc([C@@H]2C[C@H]3CN(c4ccccc4)C(=O)[C@]34CCCN24)ccc1OC
→ 8, 14, 24, 10, 2, 5, -14, 40, 5, -10, 10
- Cc1ccc2[nH]cc(CCNC(=O)C3CCCCC3)c2c1
→ 6, 8, -13, -4, 17, 0, 22, 15, 5, -9, 21
- O=C(COC(=O)Cc1ccc(Cl)cc1)NC1CCCC1
→ 6, -4, 15, -5, 0, 3, -12, -7, 6, 11, -21
- CCOc1ccc2oc(C(=O)OCC(=O)N(CC(C)C)c3c(N)n(Cc4ccccc4)c(=O)[nH]c3=O)c(C)c2c1
→ -4, -3, -8, -10, -13, 9, -4, 1, 1, 3, -14
- Cn1c(-c2ccc(=O)[nH]c2)nc2ccccc21
→ -5, 8, 10, -16, -5, -17, -25, 5, -11, -6, -29
- COc1cccc(CCc2nnc(CCC(=O)N(C)C3CC(C)(C)NC(C)(C)C3)o2)c1
→ 10, -17, -17, 4, -6, 1, -9, -8, 4, 7, -3
- COc1ccc(NC(=O)CN2CCC(C(=O)c3ccc(F)cc3)CC2)c(OC)c1
→ 6, 12, -10, -1, -13, 0, -18, 6, -7, 3, 7
- COc1ccc(/C=N/NC2=NS(=O)(=O)c3ccccc32)cc1OC(C)=O
→ 5, 0, 1, 9, -29, 1, 16, 8, -10, 0, -13
- CC(C)Oc1ccc(C(=O)NCc2cccnc2)cc1
→ -4, 5, 14, -6, -6, -12, -10, -8, 9, -11, 2
- COc1ccc(C2CC2/C(=N/OC(=O)c2cccs2)c2ccccc2)cc1 (stereo not drawn)
→ 5, -101, -33, -54, -59, -29, -71, 41, 6, -16, -31
- O=C(CSc1oc(-c2ccc(F)cc2)nc1S(=O)(=O)c1ccccc1)NCC1CCCO1 (stereo not drawn)
→ -15, -2, 9, -9, -1, -15, 3, -38, -11, 4, 7
- Cc1c(N2C(=O)/C(=C3\C(=O)N(CC(=O)O)c4ccccc43)SC2=S)c(=O)n(-c2ccccc2)n1C
→ -7, 3, 19, 14, 37, -1, -4, 2, 33, 11, 2
- CC1=C(C(=O)Nc2ccc(C(=O)NCCCN3CCCCC3C)cc2)SCCO1 (stereo not drawn)
→ -7, -7, -37, -23, -15, 5, -8, -4, 18, -5, -21
- Cc1ccc(C(C#N)N2CCOCC2)cc1 (stereo not drawn)
→ -3, 0, 5, -24, 8, 1, -21, -8, 3, -4, 13
- O=C(Cc1ccc(Cl)c(Cl)c1)Nc1ccccc1N1CCOCC1
→ -8, -2, -1, 4, -7, 25, 9, 3, 18, 2, 1
- CCOc1ccc(S(=O)(=O)N2CCN(C(=O)c3sccc3C)CC2)cc1
→ 5, -6, 18, 4, 0, -7, -65, 2, -1, 1, 1
- CCN1C(=O)c2cccc3c(S(=O)(=O)NCc4ccccc4)ccc1c23
→ 3, 32, 7, -3, 3, -27, -38, -19, -20, 12, -22
- COc1ccc(C2=NN(CCC(=O)NCC3CCCO3)C(=O)CC2)cc1 (stereo not drawn)
→ 9, -4, 4, 6, -2, -17, -3, -21, -25, 5, 8
- CN(C(=O)C1Cc2c(-c3ccc(Cl)cc3)ccnc2O1)c1ccccc1 (stereo not drawn)
→ -11, -3, -5, -4, -14, -6, 3, -19, -5, ·, -2
- C[C@H](CO)N1C[C@H](C)[C@@H](CN(C)C(=O)Nc2ccccc2F)Oc2cc(Br)ccc2S1(=O)=O
→ 16, 15, 0, 0, 6, -8, -2, 6, -7, -3, -13
- NC(=O)c1ccc[n+](CC(=O)c2ccc(Cl)c(Cl)c2)c1
→ 7, 6, -30, 4, -16, 6, 10, 32, -15, 2, -2
- CNc1cccc(-c2cc(OC)c(OC)c(OC)c2)n1
→ 2, 12, -4, -9, -7, -19, 8, 6, -20, ·, -12
- Cc1cccc(NC(=O)CSCc2cc(=O)n3c(C)csc3n2)c1C
→ 6, 1, -30, 8, -2, -19, -4, -12, 9, 1, -8
- O=[n+]1cc(-c2ccccc2)n([O-])c2c1CCC2
→ 12, -9, -6, -14, 15, -11, -56, 1, -6, -1, -18
- CCN(C(=O)COC(=O)c1n[nH]c2ccccc12)C1CCS(=O)(=O)C1 (stereo not drawn)
→ -6, 11, 7, 3, 7, 8, -5, -2, 12, 0, -6
- CCn1c(Cc2ccccc2)nnc1SCC(=O)Nc1cc(C)on1
→ -2, -9, -5, -12, -4, ·, ·, -19, -33, 4, 8
- COc1ccc(NC(=O)C2=C(C)NC(=O)NC2c2cccs2)c(OC)c1 (stereo not drawn)
→ -6, -3, 3, -4, 6, 1, 0, -3, -2, 3, 3
- CCCCNC(=O)c1cc2c(=O)n3cccc(C)c3nc2n(Cc2ccncc2)c1=N
→ -3, 2, 4, -1, -54, 11, -4, -7, -4, 7, -10
- COc1ccc(/C=N/NC(=O)c2cccnc2)cc1CN1CCCc2ccccc21
→ -13, -8, 7, -23, 30, 0, -21, 7, -20, -1, 6
- C=C(C)CN1CCN(S(=O)(=O)c2ccc(C)c(N(C)S(=O)(=O)c3ccc(C)cc3)c2C)CC1
→ -7, 5, 3, -7, 1, 27, 10, 3, 33, -7, 11
- CCC(=O)N1CCc2cc(S(=O)(=O)N3CCc4ccccc4C3)ccc21
→ 7, 6, -6, 8, -4, -6, 2, 15, 2, 2, -8
- Cc1ccc(NC(=O)C(C)Sc2nc(-c3ccccc3)cc(=O)[nH]2)cc1 (stereo not drawn)
→ 9, -21, 5, 8, -7, 6, -18, 9, -7, -2, -16
- Cc1nnc(C)c2c(C)n(-c3ccc(Cl)c(N)c3)c(C)c12
→ 22, 14, -8, -10, 10, -2, -46, -16, -13, -3, -33
- CC1(C(=O)Nc2cccc(C(F)(F)F)c2)Cc2c(-c3cccc(C(N)=O)c3)ccnc2O1 (stereo not drawn)
→ -5, 17, -12, -8, -13, -8, -8, -1, -29, ·, 22
- Cc1cc(S(=O)(=O)NCc2ccco2)c(C)s1
→ 12, -2, 0, 4, 4, 11, -3, 0, -11, -7, 12
- Nc1nc(-c2cccnc2)nn1S(=O)(=O)c1ccccc1
→ -3, -16, 1, -6, -12, 16, -16, 6, -15, -11, 1
- COc1ccc(NC(=O)CN2CCN(c3ccccc3)CC2)cc1
→ 8, -6, 7, -5, 8, -5, -16, 1, 5, 2, -5
- O=C1C(Cc2ccccc2)Nc2ncnc(N3CCOCC3)c2N1Cc1ccc(Cl)cc1 (stereo not drawn)
→ 12&3, -23&11, 7&15, -6&18, -2&6, 7&13, -28&14, -2&-14, -21&-14, 4, 2&-20
- CCOc1ccccc1OCCCC(=O)N1CCN(S(=O)(=O)c2ccc(Cl)cc2)CC1
→ -21, -4, 16, -11, 0, 7, -19, 10, 21, 70*, 4
- COc1ccccc1-c1c(-c2ccc(O)cc2O)n[nH]c1C(F)(F)F
→ 7, 15, 17, -2, 18, 34, 13, 20, -21, 19, 10
- CC(C)(C)NC(=O)Cn1nnc(-c2ccc(OCc3c(F)cccc3Cl)cc2)n1
→ -10, 1, -13, 15, 9, 16, -13, -7, -10, -6, 6

Gathered by group, the entries above with two or more sulfur atoms
Second line of a record: KKLEB cytotox, LRH-1 inv ag, SRC3 inh, SRC1 inh, TWEAK Fn14 block, COUP-TFII inh, NCOA2 inhibitor, TRAIL sens C8, CF NFkB inh, LMP1 NFkB inh, TROY NFkB inh
- Cc1cc(C)cc(NC(=O)CSc2nc3[nH]c(=O)cc(O)c3s2)c1
→ 0, -9, -14, -23, 9, 7, 1, -5, 1, -4, 5
- O=C(CSc1oc(-c2ccc(F)cc2)nc1S(=O)(=O)c1ccccc1)NCC1CCCO1 (stereo not drawn)
→ -15, -2, 9, -9, -1, -15, 3, -38, -11, 4, 7
- Cc1c(N2C(=O)/C(=C3\C(=O)N(CC(=O)O)c4ccccc43)SC2=S)c(=O)n(-c2ccccc2)n1C
→ -7, 3, 19, 14, 37, -1, -4, 2, 33, 11, 2
- CCOc1ccc(S(=O)(=O)N2CCN(C(=O)c3sccc3C)CC2)cc1
→ 5, -6, 18, 4, 0, -7, -65, 2, -1, 1, 1
- Cc1cccc(NC(=O)CSCc2cc(=O)n3c(C)csc3n2)c1C
→ 6, 1, -30, 8, -2, -19, -4, -12, 9, 1, -8
- C=C(C)CN1CCN(S(=O)(=O)c2ccc(C)c(N(C)S(=O)(=O)c3ccc(C)cc3)c2C)CC1
→ -7, 5, 3, -7, 1, 27, 10, 3, 33, -7, 11
- Cc1cc(S(=O)(=O)NCc2ccco2)c(C)s1
→ 12, -2, 0, 4, 4, 11, -3, 0, -11, -7, 12
